From PubChem
BoNT A protease: BoNT A light chain protease inhibition | multiplex microsphere protease substrate cleavage, flow cytometry | inhibition, % at 10 µM | 360,000 tested, 0.17% active | AID 588499; also: plate controls were buffer without enzyme for full effect and enzyme alone for no effect
TcdB inh: TcdB glycohydrolase inhibition. P18177. TcdB glycohydrolase enzymatic assay, plate reader. inhibition, % at 9.99 µM. 350,000 tested, 0.24% active; in the data active = inhibition above about 10%
PfHsp40 rescue: compounds rescuing yeast from Plasmodium falciparum HSP40 toxicity; S. cerevisiae expressing PfHsp40, growth rescue, ATP luminescence; growth rescue, % at 12.5 µM; 340,000 tested, 0.68% active; AID 504582; in the data active = growth rescue above about 28%, passing the limit was not always enough; inconclusive = no clear call, values can overlap the other calls;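 also: yeast W303a lacking pdr1 and pdr3 grown in galactose medium; growth measured after three days at 30 °C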
PriA SSB inh: inhibitors of Klebsiella pneumoniae PriA binding to SSB C-terminal tail; AlphaScreen SSBct-PriA binding, biotinylated peptide; inhibition, % at 33 µM; 430,000 tested, 0.6% active; in the data active = inhibition mostly above about 37%, no sharp cut-off; inactive = mostly below about 20%;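 also: plate controls were negative control peptide for no effect and reference peptide for full effect; strong numbers were not always called active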
Anthrax LF inh2: blocks Bacillus anthracis lethal factor protease | P15917 | inhibition, % at 10 µM | 360,000 tested, 0.12% active | multiplex microsphere protease cleavage assay, LF; also: plate controls were buffer without enzyme for full effect and enzyme alone for no effect
Target sequence (P15917 whole entry, looked up): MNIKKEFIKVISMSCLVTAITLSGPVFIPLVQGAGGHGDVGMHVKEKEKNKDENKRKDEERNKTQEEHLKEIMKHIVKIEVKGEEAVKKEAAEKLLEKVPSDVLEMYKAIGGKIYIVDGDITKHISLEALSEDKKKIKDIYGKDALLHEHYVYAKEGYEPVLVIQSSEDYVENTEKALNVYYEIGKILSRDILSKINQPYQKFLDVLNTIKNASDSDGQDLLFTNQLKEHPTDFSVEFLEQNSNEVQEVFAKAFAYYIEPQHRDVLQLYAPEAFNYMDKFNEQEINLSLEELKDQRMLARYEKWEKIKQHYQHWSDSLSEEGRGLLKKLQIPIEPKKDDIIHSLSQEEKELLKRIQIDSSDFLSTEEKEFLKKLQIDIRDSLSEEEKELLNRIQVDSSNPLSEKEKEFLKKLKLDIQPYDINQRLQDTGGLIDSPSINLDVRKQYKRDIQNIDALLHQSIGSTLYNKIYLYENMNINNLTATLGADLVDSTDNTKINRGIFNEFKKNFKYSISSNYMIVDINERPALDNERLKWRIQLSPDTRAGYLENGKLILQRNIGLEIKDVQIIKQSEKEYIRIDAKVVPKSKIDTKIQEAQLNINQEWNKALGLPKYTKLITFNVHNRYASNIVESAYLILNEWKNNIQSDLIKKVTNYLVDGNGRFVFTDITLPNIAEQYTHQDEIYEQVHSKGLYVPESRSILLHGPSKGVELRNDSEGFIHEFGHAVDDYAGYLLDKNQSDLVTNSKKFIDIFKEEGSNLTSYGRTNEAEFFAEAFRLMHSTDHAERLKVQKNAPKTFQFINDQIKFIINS
Vc quorum ag: inducers of Vibrio cholerae quorum light production without autoinducers; V. cholerae BH1578 lux reporter, luminescence, 6 h; activation, % at 18.7 µM; 350,000 tested, 0.16% active; AID 588436; in the data active = activation mostly above about 9.7%, no sharp cut-off; inconclusive = no clear call, values can overlap the other calls; inactive = mostly below about 3.7%; also: not every result past the cut was called active; inactives centre near 0; reference of the scale not given here
PrPC TRFRET: inhibitors of human cell surface prion protein PrPC. TR-FRET read-out. P04156. inhibition, % at 13.8 µM. 370,000 tested, 0.43% active; in the data active = inhibition above about 24%; also: 0% = median of the test wells and 100% = reference compound wells
SARS 3CLpro inh: SARS-CoV 3CLpro protease inhibition; P0C6X7; recombinant SARS-CoV 3CLpro, quenched FRET peptide cleavage; inhibition, % at 6 µM; 290,000 tested, 0.14% active; AID 1706; in the data active = inhibition above about 12%
Y pestis TopoI: Y. pestis Topo-I inhibition via cleavage products; Y. pestis Topo-I cleavage product accumulation, plate reader; activity, % at 10 µM; 360,000 tested, 0.064% active; in the data active = activity above about 50%, passing the limit was not always enough; inconclusive = no clear call, values can overlap the other calls; also: inactives centre near 2
The depositor's hits bear a star; i = inactive; ? = inconclusive; . = not tested or not shown; & = joins results of further samples. Rule as the data show it, unless noted: active = inhibition above about 30%; inconclusive = no clear call, values can overlap the other calls; inactive = below that. Not all compounds are listed; count on the stated rates, not on these rows.

Sequence of screens – BoNT A protease, TcdB inh, PfHsp40 rescue, PriA SSB inh, Anthrax LF inh2, Vc quorum ag, PrPC TRFRET, SARS 3CLpro inh, Y pestis TopoI
- CCCCN1C(=O)C(CC(=O)NCc2ccco2)CC(C(=O)N(CC)CC)=C1C (stereo unspecified)
    -0.1, -0.9, ., ., -5.6, -0.4, 3.2, ., -7.7
- C[C@@H]1CC=C[C@@H]2[C@H]1C(=O)N(Cc1ccccc1)[C@H]2c1ccccc1Br
    -0.4, 0.3, 1.6, -3.5, 2.2, -0.2, 5.5, ., 0.2
- O=C(CCN1CCc2ccccc2CC1)c1ccc2c(c1)OCCO2
    -6.2, ., -0.5, -3.2, -10.8, -0.3, -0.5, 4.8, 2.7
- Cc1ccccc1CN(C)CC(=O)Nc1ccccc1Oc1ccccc1
    -0.9, 1.3, 1.0, -12.9, 0.0, -0.2, 1.5, -3.0, -1.1
- O=C(O)CSc1nnc(C2COc3ccccc3O2)n1-c1ccccc1 (stereo unspecified)
    1.0, ., 0.7, -0.7, -2.2, -1.0, 9.9, 1.7, 3.1
- CC(=O)c1cccc(N=C2NC(=O)C(CO)(CO)S2)c1
    1.9, ., 0.5, -5.5, 0.7, i, -3.6, -2.1, -0.9
- CC(C)Sc1nnc([C@@H](N)Cc2c[nH]c3ccccc23)o1
    ?, ., -0.1, -1.6, -4.9, i, -7.2, 1.1, 0.2
- COc1ccc(OC)c(/C=C/C(=O)OCC(=O)NCc2cccs2)c1
    2.2, -0.2, -0.4, -18.5, 0.3, 3.8, 2.5, ., 11.3
- O=C(CN1C(=O)c2ccccc2C1=O)OCC(=O)c1ccc(F)cc1
    2.5, -0.3, -0.3, 5.8, 4.4, i, -3.0, ., -11.3
- Cc1cc(C)c2nc(-c3ccccn3)cc(C(=O)NCc3cc(C)n(C)n3)c2c1
    0.5, -0.7, 0.3, -3.4, -2.1, i, -4.1, 3.4, -3.2
- Cc1ccc(NCC(=O)c2ccccc2)cc1Cl
    -0.4, ., -0.8, -3.2, -11.6, -0.2, -6.9, 5.6, -4.4
- COc1ccc(NC(=O)c2ccc(COc3ccccc3)o2)c(OC)c1
    -4.0, 0.3, 0.5, -8.2, -9.5, -2.0, 9.9, 5.2, 32.2
- O=C(COC(=O)Cc1c[nH]c2ccccc12)Nc1c(Cl)cccc1C(F)(F)F
    1.8, 0.1, 0.7, -2.8, -1.3, -2.9, 4.7, ., -8.3
- CCCc1cc(=O)[nH]c(SCC(=O)N(CCOC)c2c(N)n(Cc3ccccc3)c(=O)[nH]c2=O)n1
    0.7, -0.5, 0.5, 2.8, -4.3, i, -0.2, ., 5.1
- Cc1ncc([N+](=O)[O-])n1CCOC(=O)C12CC3CC(CC(C3)C1)C2
    -0.6, 8.3, 1.5, -5.9, 5.6, -0.3, 5.7, 0.8, 0.1
- O=S1(=O)CC(N2CCN(CC3CC3)CC2)CN1C1CCCCC1 (stereo unspecified)
    1.0, 0.1, ., ., -2.7, ., 7.5, ., .
- CN(CCOc1ccccc1)C(=O)C1CCC(=O)N(CCN2CCOCC2)C1 (stereo unspecified)
    2.3, -2.5, 0.6, -9.0, -1.0, 0.0, -0.4, -7.9, 6.0
- CC(NC(=O)COC(=O)c1ccc(OCC2CCCO2)cc1)c1ccccc1Cl (stereo unspecified)
    2.8, 1.2, 0.4, 0.2, 1.5, -1.6, 3.1, ., 14.5
- N#Cc1ccc(C(c2nnnn2CCc2ccccc2)N2CCCCCC2)cc1 (stereo unspecified)
    0.3, ., 1.5, 8.6, -3.5, -5.0, 3.7, -0.4, -9.6
- Cc1ccc(CSc2nn3c(=O)c(C)nnc3s2)cc1
    0.4, ., -0.8, 6.1, 3.9, i, 3.6, 1.0, 2.5
- COc1ccc2nc3oc(C(=O)Nc4ccc(OC)c(OC)c4)cc3cc2c1
    0.3, ., -1.2, -7.6, 0.1, -0.2, -5.8, -0.1, 1.9
- Nc1ncnc2c1ncn2[C@@H]1O[C@H](CNCC(O)CO)[C@@H](O)[C@H]1O (stereo partly specified)
    0.1, 1.1, -0.1, -0.2, -8.3, 1.9, -1.6, ., 3.1
- O=C1CCCN1c1ccc(C(=O)N(Cc2nnc(-c3ccccc3Cl)o2)C2CC2)cc1
    ., ., -1.8, 4.9, ., 1.4, -0.1, ., 6.0
- CN(C)S(=O)(=O)c1ccc(S(=O)(=O)NCc2cccs2)cc1
    -1.5, -0.6, -0.2, 10.2, -8.5, -6.9, 9.8, -3.6, 0.7
- CCCCCCn1c(=O)c(Cc2ccccc2)c(O)c2ccccc21
    0.3, -0.6, -0.7, -8.8, -0.6, -0.5, -2.8, -3.4, 5.2
- COC(=O)c1cccc(Cn2c(Cl)c(/C=N/NC(=O)c3ccccc3Cl)sc2=O)c1
    1.3, ., 0.4, ., 4.9, -0.2, 1.3, -4.4, 20.2
- COc1ccc(COC(=O)C2=C(C)NC(=O)NC2c2ccc(F)cc2)cc1 (stereo unspecified)
    -0.3, 0.2, 0.5, -11.6, 14.6, i, 7.0, -3.3, 0.7
- CCCOc1ccc(/C=N/Nc2ccccn2)cc1OC
    -1.1, 0.0, 1.4, ., -3.9, 0.3, -7.7, -3.4, -17.2
- Cc1noc(C)c1COc1cccc(C(=O)Oc2ccc3c(c2)OCO3)c1
    0.1, 0.9, 0.2, -43.4, -7.4, -1.5, 6.7, 9.4, 19.5
- COC(=O)N/N=C/c1c(C)cc(C)cc1C
    -0.3, ., -0.4, ., 0.0, 0.0, -4.6, -0.9, -0.1
- COc1ccc(-n2c(SC)nc3ccccc3c2=O)cc1
    -0.8, ., -0.6, -7.9, 7.3, -0.8, 6.6, -2.5, 6.5
- CCCC(CCC(=O)Nc1nccs1)C(=O)O (stereo unspecified)
    1.1, -0.3, 0.2, -15.4, -0.8, -0.2, 0.1, 2.7, -4.3
- CC1CN(c2oc(Cc3cccc4ccccc34)nc2C#N)CC(C)O1 (stereo unspecified)
    -0.3, ., 5.0, 51.6*, -1.0, i, -3.4, -1.7, 27.5
- CC(=O)c1cn(CC(=O)Nc2ccc(C)cc2)c2ccccc12
    -0.4, ., -1.4, -12.3, -1.7, ., 2.7, -6.2, -1.5
- Cc1ccc(NC(=O)COC(=O)c2cccc3c(=O)c(C)c(-c4ccccc4)oc23)cc1
    -0.1, -0.4, 0.6, -9.1, -0.5, i, -4.9, -5.4, -0.9
- Cn1c(-c2sccc2OCc2ccc(Cl)cc2Cl)n[nH]c1=S
    -0.1, 4.9, 5.6, -7.1, -4.3, -0.5, -1.4, 1.1, 16.5
- CC(=O)c1cccc(-n2nnnc2SCC(=O)Nc2ccccc2N2CCCCC2)c1
    0.2, ., 1.2, -11.3, -5.9, 4.6, 3.7, 1.9, 33.0
- CN(C(=O)CC1C(=O)NCCN1Cc1cccc(F)c1F)C1CC(C)(C)NC(C)(C)C1 (stereo unspecified)
    -1.7, 1.3, -2.4, -4.0, 0.9, ., -7.6, -0.3, -8.9
- Cc1cc(C)nc(NC(=O)c2c(Cl)cccc2Cl)n1
    -0.8, 0.4, -1.1, -4.3, -1.9, i, 0.9, 4.1, 3.1
- Fc1cc(F)c2nc(N3CCCCC3)sc2c1
    0.1, ., -2.5, -20.5, -0.1, i, 3.2, -0.1, 5.1
- CCOc1ccccc1NC(=O)c1c(NC(=O)CCC(=O)O)sc2c1CCCCC2
    24.9, 1.6, 3.0, -6.7, 9.5, i, 4.7, 0.2, 8.7
- O=C(Nc1ccccc1Cl)c1ccc(C(=O)Nc2ccccc2Cl)cc1
    -0.2, 1.2, -0.7, -8.4, 5.9, -1.0, -4.2, ., -4.3
- COc1ccc(C2SC[C@@H](C(=O)O)N2C(C)=O)cc1 (stereo partly specified)
    -0.2, ., 0.3, 1.1, -0.8, i, 2.8, -0.3, -5.2
- CN1C(C)(C)CC(O)(C(=O)O)CC1(C)C
    1.2, 0.2, ., ., -6.1, ., -3.2, ., .
- COc1ccc(OCCC(=O)OCC(=O)Nc2ccc(S(=O)(=O)N3CCOCC3)cc2)cc1
    -0.3, -0.8, 3.2, -7.9, -6.1, -0.3, 8.0, 1.3, -1.2
- O=C(NCCCN1CCCC1)c1[nH]c(C(F)(F)F)nc1-c1ccccc1
    -1.1, 1.4, ., ., -8.9, ., -3.0, ., .
- COc1cccc(CNC(=O)CSCc2cnn(-c3ccccc3)c2-n2cccc2)c1
    -1.0, ., 5.5, -4.0, -7.3, -0.4, 8.6, 1.7, 10.7
- O=C(NCCCO)c1ccc2[nH]c3c(c2c1)CCCC3
    -0.3, ., 4.0, -0.5, -2.7, -0.4, -7.4, -6.1, 5.6
- C[C@H](CO)N1C[C@H](C)[C@@H](CN(C)S(=O)(=O)c2ccccc2)Oc2ccc(NS(=O)(=O)c3ccc(F)cc3)cc2C1=O
    -0.6, -1.5&2.0, -0.6, 4.3, -6.9, i, -1.3, ., 29.4
- Nn1c(SCc2ccccc2F)nnc1-c1cccnc1
    -0.3, 0.3, ., -5.9, 5.6, i, -3.9, 4.3, -1.9
- O=C1c2cccnc2C(O)N1Cc1ccccc1 (stereo unspecified)
    -1.3, 0.8, -0.1, -3.2, -1.1, i, 0.9, -6.2, 2.9
- O=C(CNc1cc(S(=O)(=O)N2CCOCC2)ccc1NCC1CCCO1)Nc1cccc(F)c1 (stereo unspecified)
    -3.6, 0.8, 1.0, 4.1, ?, -0.6, -1.7, -0.5, -8.6
- O=C(CN(Cc1ccccc1)S(=O)(=O)c1ccc2c(c1)OCCO2)N/N=C/c1ccc(F)cc1
    -0.4, ., 1.9, ., -5.8, 1.5, -2.1, -2.8, 2.1
- Cc1ccc(C(=O)Nc2ncc(C)s2)s1
    0.6, 0.8, 0.6, -2.1, -1.7, 0.4, 15.7, 1.6, -2.0
- CCOC(=O)C(C(=O)NCc1cccc(OC)c1)c1ncc(C(F)(F)F)cc1Cl (stereo unspecified)
    -0.7, ., -0.3, -6.0, -2.0, -0.2, -0.1, -6.4, -1.1
- COc1ccc(Nc2cc(C(=O)NCc3ccco3)c3ccccc3n2)c(OC)c1
    -1.6, ., -0.5, 17.8, -9.7, i, -2.3, -0.2, -6.8
- COC(=O)c1cnn(-c2ccccc2)c1C(OC)OC
    5.1, 1.6, -2.2, 2.1, -21.0, -0.4, 1.5, 0.2, -0.4
- NC(=S)N=Nc1c(O)[nH]c2c(Br)cc(Br)cc12
    -1.9, -1.2, -0.6, 0.5, 0.2, i, -5.7, 2.5, 2.2

Complete entries, looked up by structure. Order of screens: BoNT A protease, TcdB inh, PfHsp40 rescue, PriA SSB inh, Anthrax LF inh2, Vc quorum ag, PrPC TRFRET, SARS 3CLpro inh, Y pestis TopoI
`CN(CCOc1ccccc1)C(=O)C1CCC(=O)N(CCN2CCOCC2)C1` (stereo unspecified) is listed with 2.3, -2.5, 0.6, -9.0, -1.0, 0.0, -0.4, -7.9, 6.0
`O=C(CN1C(=O)c2ccccc2C1=O)OCC(=O)c1ccc(F)cc1` is listed with 2.5, -0.3, -0.3, 5.8, 4.4, i, -3.0, ., -11.3
